Source: PubChem
cardiac RTF act: increases calcium sensitivity of human cardiac regulated thin filaments | hit rate 0.24% among 340,000 | P19429+P45379 | AID 493008 | activation, % at 7.2 µM | IANBD-labeled TnC RTF fluorescence at EC20 calcium; 0% EC20 calcium, 100% full calcium;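 active = activation above the mean over all tested compounds plus 3 SD, cut at about 30% in these data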;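 also: rise in fluorescence read as greater calcium sensitivity of cardiac thin filaments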
Rtt109 HAT inh: C. albicans Rtt109 histone acetyltransferase inhibition. Q5AAJ8. purified Rtt109/Vps75, ThioGlo CoA-SH fluorescence, 4 h. inhibition, % at 34.9 µM. hit rate 0.16% among 330,000. AID 540336;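 active = inhibition of at least 50% in every replicate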
LANA DNA inh: blocks KSHV LANA C-terminal domain binding to DNA | inhibition, % at 9 µM | AID 504423 | hit rate 0.078% among 340,000 | MBP-C-LANA/FAM-LBS DNA binding, fluorescence polarization;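 active = highest replicate inhibition at or above 60% at 9 µM, even if other replicates fall short; inactive = all replicates below 60% inhibition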;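 also: 0% = neutral control wells and 100% = 4 µM acridine orange control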
Keap1 Nrf2 FP: inhibitors of human Keap1-Nrf2 protein-protein interaction | Q14145 | Keap1 Kelch-Nrf2 peptide fluorescence polarization, 1536-well | inhibition, % at 9.4 µM | hit rate 0.15% among 340,000 | AID 504523; in the data active = inhibition above about 12%;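 also: human Keap1 Kelch domain with fluorescein labeled Nrf2 9mer peptide probe; 0% = neutral control wells and 100% = peptide positive control; higher means more block of Keap1 binding to Nrf2 peptide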
PfHsp90 yeast 2: reduces growth (ATP signal) of yeast expressing P. falciparum Hsp90; S. cerevisiae expressing PfHsp90, BacTiter-Glo ATP, 48 h; yeast lacking PDR1 and PDR3 efflux regulators; hit rate 0.32% among 310,000; AID 504621; inhibition, % at 9.4 µM;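 active = every replicate shows inhibition above about 80%, whatever the replicate mean, limit read from the data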;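 also: 0% = DMSO neutral controls and 100% = 20 µM radicicol positive controls; yeast relying on Plasmodium falciparum Hsp90 in place of its own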
SUMO Mot1 rescue: SUMOylation pathway inhibition by Mot1-301 growth rescue. S. cerevisiae Mot1-301 growth rescue, ATP luminescence, 38.5C; percent above DMSO median, 100 means doubled. growth rescue, % at 18.8 µM. hit rate 1% among 320,000. AID 2716;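 active = every valid replicate shows activation above 250% relative to neutral control wells; inactive = the rest, any valid replicate at or below 250%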;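 also: OY570 slx delta 5 strain wells were the positive control but not used for scaling; some compounds called inactive have numbers as strong as hits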
NSD2 inh: blocks human histone methyltransferase NSD2; O96028; NSD2 peptide methylation, AlphaScreen, 120 min; inhibition, % at 12.5 µM; hit rate 0.54% among 310,000; in the data active = inhibition above about 50%
Target sequence (O96028 whole entry, looked up): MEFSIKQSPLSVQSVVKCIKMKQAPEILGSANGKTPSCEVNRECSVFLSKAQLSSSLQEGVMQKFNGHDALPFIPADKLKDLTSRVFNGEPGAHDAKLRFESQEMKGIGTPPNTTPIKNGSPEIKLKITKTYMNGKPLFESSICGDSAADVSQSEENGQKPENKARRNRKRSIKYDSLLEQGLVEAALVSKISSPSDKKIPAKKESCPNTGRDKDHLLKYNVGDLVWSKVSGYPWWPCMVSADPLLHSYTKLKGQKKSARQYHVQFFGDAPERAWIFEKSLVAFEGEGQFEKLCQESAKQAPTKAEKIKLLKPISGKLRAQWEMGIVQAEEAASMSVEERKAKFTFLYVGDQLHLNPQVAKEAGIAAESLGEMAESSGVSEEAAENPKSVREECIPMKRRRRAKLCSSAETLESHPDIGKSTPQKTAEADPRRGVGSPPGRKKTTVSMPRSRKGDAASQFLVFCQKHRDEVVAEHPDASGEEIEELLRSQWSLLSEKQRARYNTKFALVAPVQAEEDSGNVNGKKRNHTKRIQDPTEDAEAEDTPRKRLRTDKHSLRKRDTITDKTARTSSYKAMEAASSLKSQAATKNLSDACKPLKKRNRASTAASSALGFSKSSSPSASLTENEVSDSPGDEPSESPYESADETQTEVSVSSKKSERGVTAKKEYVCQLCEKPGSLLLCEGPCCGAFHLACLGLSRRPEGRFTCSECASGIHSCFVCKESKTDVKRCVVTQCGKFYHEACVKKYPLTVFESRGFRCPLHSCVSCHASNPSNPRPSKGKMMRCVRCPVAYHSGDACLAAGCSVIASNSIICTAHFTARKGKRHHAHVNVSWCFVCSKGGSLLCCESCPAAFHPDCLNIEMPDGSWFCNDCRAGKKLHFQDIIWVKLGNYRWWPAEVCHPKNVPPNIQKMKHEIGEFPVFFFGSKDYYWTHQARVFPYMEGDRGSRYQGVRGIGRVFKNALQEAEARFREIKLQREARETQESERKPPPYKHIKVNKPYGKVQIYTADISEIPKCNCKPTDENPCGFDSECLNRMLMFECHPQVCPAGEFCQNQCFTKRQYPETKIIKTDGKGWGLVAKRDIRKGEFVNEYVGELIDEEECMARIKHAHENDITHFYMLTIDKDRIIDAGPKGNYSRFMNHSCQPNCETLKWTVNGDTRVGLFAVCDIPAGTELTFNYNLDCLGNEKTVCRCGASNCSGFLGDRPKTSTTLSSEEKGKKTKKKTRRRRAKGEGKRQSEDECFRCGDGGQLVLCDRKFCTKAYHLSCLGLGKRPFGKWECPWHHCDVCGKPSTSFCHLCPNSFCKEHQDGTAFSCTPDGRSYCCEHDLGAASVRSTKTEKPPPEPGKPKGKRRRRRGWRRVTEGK
PvdQ inh: blocks Pseudomonas aeruginosa PvdQ acylase activity | purified PvdQ acylase, fluorescence plate reader | inhibition, % at 10 µM | hit rate 0.063% among 340,000 | AID 488965; in the data active = inhibition above about 30%, passing the limit was not always enough;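 also: 0% = vehicle neutral wells and 100% = reference inhibitor wells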
RTF Ca sens inh: cardiac RTF calcium desensitization. inhibition, % at 7.15 µM. P19429+P45379. IANBD-labeled cardiac RTF, Ca2+ fluorescence. hit rate 0.12% among 340,000;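 active = inhibition above the mean inhibition of all tested compounds plus 3 SD, cut at about 17% in these data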;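 also: assay run at fixed EC70 calcium of 1.6 mM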
CDK5 p35 inh: CDK5/p35 (human) kinase inhibition; hit rate 0.01% among 330,000; inhibition, % at 10 µM; Q00535+Q15078; Recombinant CDK5/p35, ADP-Glo luminescence, 60 min; AID 488839;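 active = highest replicate inhibition of at least 50% and at least 75% of replicates reaching 50%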;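 also: plate controls were DMSO neutral control for no effect and GW8510 at 10 µM for full effect; many of its hits are not listed in these tables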
dFosB activator: enhances mouse delta FosB homodimer DNA binding; P13346; AID 493131; purified delta FosB, TAMRA-CDK5 oligo fluorescence polarization; percent of positive-control signal above neutral wells; activation, % at 25 µM; hit rate 0.99% among 340,000;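 active = mean activation above about 17%, with every replicate also reaching it, limit read from the data, passing the limit was not always enough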;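 also: fluorescence polarization rise as delta FosB binds a TAMRA Cdk5 AP-1 oligo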
The depositor's hits bear a star.

What do the screens show for `CCOC(=O)N1CCN(C(=O)c2ccccc2NC(C)=O)CC1`?
cardiac RTF act: 0; LANA DNA inh: -2.2; Keap1 Nrf2 FP: 3; PfHsp90 yeast 2: 5; SUMO Mot1 rescue: 14; NSD2 inh: -4; PvdQ inh: 9; RTF Ca sens inh: -5; CDK5 p35 inh: -0.4; dFosB activator: 6

How did COC(=O)c1ccc(NC(=O)C2CCN(C(=O)c3cc(OC)c(OC)c(OC)c3)CC2)cc1 do in these assays?
cardiac RTF act: 8; Rtt109 HAT inh: -2; LANA DNA inh: -1.6; Keap1 Nrf2 FP: -4; PfHsp90 yeast 2: 2; SUMO Mot1 rescue: 336*; NSD2 inh: 26; PvdQ inh: -6; RTF Ca sens inh: -4; CDK5 p35 inh: -1.2; dFosB activator: -10

What do the screens show for `CCCN(CCC)S(=O)(=O)c1ccc(C(=O)Nc2nc(-c3ccccc3)c(C(=O)OCC)s2)cc1`?
cardiac RTF act: -1; Rtt109 HAT inh: -3; LANA DNA inh: 1.8; Keap1 Nrf2 FP: 1; PfHsp90 yeast 2: 5; SUMO Mot1 rescue: 17; NSD2 inh: -4; PvdQ inh: -18; RTF Ca sens inh: -36; CDK5 p35 inh: 1.6; dFosB activator: 3

What do the screens show for `Cc1cccc(NC(=S)NNc2cccc(Cl)c2)c1`?
cardiac RTF act: -5; Rtt109 HAT inh: 7; LANA DNA inh: 0.5; Keap1 Nrf2 FP: -2; PfHsp90 yeast 2: -8; SUMO Mot1 rescue: 179; NSD2 inh: 3; PvdQ inh: -1; RTF Ca sens inh: -6; CDK5 p35 inh: -1.2; dFosB activator: -3

How did COc1cccc(C(=O)Nc2ccc(F)cc2F)c1 do in these assays?
cardiac RTF act: 2; Rtt109 HAT inh: -5; LANA DNA inh: -0.6; Keap1 Nrf2 FP: -2; SUMO Mot1 rescue: 16; NSD2 inh: -3; PvdQ inh: -5; RTF Ca sens inh: -4; CDK5 p35 inh: -0.3; dFosB activator: -8

How did NC(=O)c1ccccc1NC(=O)N1CCOCC1 do in these assays?
cardiac RTF act: -7; Rtt109 HAT inh: 3; LANA DNA inh: -1.0; Keap1 Nrf2 FP: -5; PfHsp90 yeast 2: -8; SUMO Mot1 rescue: -12; NSD2 inh: 36; PvdQ inh: 13; RTF Ca sens inh: -2; CDK5 p35 inh: -1.7; dFosB activator: -2

How did CN(C(=O)COC(=O)c1cccc(NS(=O)(=O)c2ccc(F)c(F)c2)c1)C1CCS(=O)(=O)C1 (configuration not stated) do in these assays?
cardiac RTF act: 5; Rtt109 HAT inh: 16; LANA DNA inh: 1.3; Keap1 Nrf2 FP: 0; PfHsp90 yeast 2: 1; SUMO Mot1 rescue: -4; NSD2 inh: -6; PvdQ inh: 3; RTF Ca sens inh: -3; CDK5 p35 inh: -0.9; dFosB activator: -8

Results for COc1ccc(Cl)cc1N1C(=O)/C(=C\c2sccc2C)N=C1SCC(=O)NC1CC1 ?
cardiac RTF act: 3; LANA DNA inh: -2.1; Keap1 Nrf2 FP: -3; NSD2 inh: -2; PvdQ inh: -10; RTF Ca sens inh: -4; CDK5 p35 inh: -1.8; dFosB activator: -6

How did Cc1nnc(SCC(=O)N2CC(=O)Nc3ccccc32)n1-c1ccccc1 do in these assays?
cardiac RTF act: -4; Rtt109 HAT inh: -3; LANA DNA inh: -0.5; Keap1 Nrf2 FP: -1; PfHsp90 yeast 2: -2; SUMO Mot1 rescue: 6; NSD2 inh: -3; PvdQ inh: -1; RTF Ca sens inh: 0; CDK5 p35 inh: -2.9; dFosB activator: -3

Results for CN(Cc1ccccc1)C(=O)C1CCN(S(C)(=O)=O)CC1 ?
cardiac RTF act: -1; Rtt109 HAT inh: -1; LANA DNA inh: -0.9; Keap1 Nrf2 FP: -6; PfHsp90 yeast 2: 6; SUMO Mot1 rescue: -8; NSD2 inh: 20; PvdQ inh: -11; RTF Ca sens inh: 11; CDK5 p35 inh: -1.0; dFosB activator: -1

How did Cc1ccc(SCC(=O)N/N=C/c2ccco2)cc1 do in these assays?
cardiac RTF act: 0; Rtt109 HAT inh: -5; LANA DNA inh: 1.4; Keap1 Nrf2 FP: 0; PfHsp90 yeast 2: 1; SUMO Mot1 rescue: 10; NSD2 inh: 1; PvdQ inh: 3; RTF Ca sens inh: -1; CDK5 p35 inh: 0.3; dFosB activator: -6

Results for COC(=O)c1cccc(CSC(=S)N2CCCC2)c1 ?
cardiac RTF act: 6; Rtt109 HAT inh: 15; LANA DNA inh: 1.5; Keap1 Nrf2 FP: -5; PfHsp90 yeast 2: -7; SUMO Mot1 rescue: -2; NSD2 inh: -21; PvdQ inh: 4; RTF Ca sens inh: -3; CDK5 p35 inh: 0.6; dFosB activator: -9

Results for Cc1ccccc1NC(=O)NC(N)=O ?
cardiac RTF act: 2; Rtt109 HAT inh: 7; LANA DNA inh: 0.1; Keap1 Nrf2 FP: 2; PfHsp90 yeast 2: 9; SUMO Mot1 rescue: -20; NSD2 inh: -2; PvdQ inh: -4; RTF Ca sens inh: -5; CDK5 p35 inh: 1.8; dFosB activator: 3

How did O=C(Nc1cc(Cl)ccc1Cl)N1CCN(C(=O)Nc2cc(Cl)ccc2Cl)CC1 do in these assays?
cardiac RTF act: 5; Rtt109 HAT inh: 1; LANA DNA inh: 0.9; Keap1 Nrf2 FP: -2; PfHsp90 yeast 2: 1; NSD2 inh: -2; PvdQ inh: -7; RTF Ca sens inh: -2; CDK5 p35 inh: -0.9; dFosB activator: -9

What do the screens show for `O=S(=O)(c1ccc(Br)cc1)c1cnc2ccccc2n1`?
cardiac RTF act: -3; Rtt109 HAT inh: -5; LANA DNA inh: -0.3; Keap1 Nrf2 FP: -3; PfHsp90 yeast 2: 31; SUMO Mot1 rescue: -8; NSD2 inh: -1; PvdQ inh: -10; RTF Ca sens inh: -1; CDK5 p35 inh: -0.7; dFosB activator: 3

How did Cc1c(C)c2c(OCC(=O)NCc3cccnc3)cc3c(c2oc1=O)CCC(C)(C)O3 do in these assays?
cardiac RTF act: 4; Rtt109 HAT inh: 11; LANA DNA inh: 0.9; Keap1 Nrf2 FP: -5; PfHsp90 yeast 2: 2; SUMO Mot1 rescue: 90; PvdQ inh: 9; RTF Ca sens inh: -6; CDK5 p35 inh: 0.3; dFosB activator: 6

What do the screens show for `CCC(O)CNc1nc(SC)nc2sc3c(c12)CCN(C)C3` (configuration not stated)?
cardiac RTF act: -2; Rtt109 HAT inh: -15; LANA DNA inh: 0.1; Keap1 Nrf2 FP: 1; PfHsp90 yeast 2: 6; SUMO Mot1 rescue: 39; NSD2 inh: 4; PvdQ inh: -3; RTF Ca sens inh: -6; CDK5 p35 inh: 1.0; dFosB activator: -6

How did Cc1ccc(C(=O)O)cc1N1CCCC1=O do in these assays?
cardiac RTF act: 7; Rtt109 HAT inh: -5; LANA DNA inh: -4.6; Keap1 Nrf2 FP: -4; PfHsp90 yeast 2: 2; SUMO Mot1 rescue: 66; NSD2 inh: -3; PvdQ inh: 2; RTF Ca sens inh: -9; CDK5 p35 inh: 0.3; dFosB activator: 2

What do the screens show for `C=CCn1nc2ccccc2c1OCCO`?
cardiac RTF act: 8; Rtt109 HAT inh: 13; LANA DNA inh: 0.9; Keap1 Nrf2 FP: 1; PfHsp90 yeast 2: 11; SUMO Mot1 rescue: -7; PvdQ inh: -4; RTF Ca sens inh: -20; CDK5 p35 inh: 0.4; dFosB activator: 2

Results for CO/C=C\C=C/c1nnn(-c2ccc(Cl)cc2)n1 ?
cardiac RTF act: 4; Rtt109 HAT inh: 2; LANA DNA inh: -1.8; Keap1 Nrf2 FP: -9; PfHsp90 yeast 2: -36; SUMO Mot1 rescue: -14; NSD2 inh: 3; PvdQ inh: 4; RTF Ca sens inh: 9; CDK5 p35 inh: -2.6; dFosB activator: -16

How did Cc1ccc(N/N=C/c2c(C)c(C#N)c(=O)n(C)c2O)cc1C do in these assays?
cardiac RTF act: -2; Rtt109 HAT inh: -7; LANA DNA inh: 9.8; Keap1 Nrf2 FP: 8; PfHsp90 yeast 2: -7; NSD2 inh: 14; PvdQ inh: 5; RTF Ca sens inh: -22; CDK5 p35 inh: -1.8; dFosB activator: -6

How did CCOc1ccccc1N(CC(=O)Nc1ccccc1C(=O)N1CCOCC1)S(C)(=O)=O do in these assays?
cardiac RTF act: -1; Rtt109 HAT inh: -2; LANA DNA inh: 1.5; Keap1 Nrf2 FP: -2; PfHsp90 yeast 2: -25; SUMO Mot1 rescue: 1; NSD2 inh: 1; PvdQ inh: -20; RTF Ca sens inh: -3; CDK5 p35 inh: -2.3; dFosB activator: 6

How did COc1cc(CN2CCC(Oc3cc(C(=O)NC4CC4)ccc3OC)CC2)cc(OC)c1 do in these assays?
cardiac RTF act: 1; Rtt109 HAT inh: 16; LANA DNA inh: -2.0; Keap1 Nrf2 FP: -1; PfHsp90 yeast 2: 0; SUMO Mot1 rescue: 393*; NSD2 inh: 3; PvdQ inh: 1; RTF Ca sens inh: 0; CDK5 p35 inh: -1.2; dFosB activator: -5

What do the screens show for `CC(C)c1ccc(S(=O)(=O)N2CCN(C(=O)CN3C(=O)c4ccccc4C3=O)CC2)cc1`?
cardiac RTF act: -7; Rtt109 HAT inh: -16; LANA DNA inh: -0.5; Keap1 Nrf2 FP: 0; SUMO Mot1 rescue: -5; NSD2 inh: -2; PvdQ inh: -8; RTF Ca sens inh: 0; CDK5 p35 inh: 1.9; dFosB activator: -1

Results for CC(C)(C)NC(=O)CSc1nc2cc(S(=O)(=O)N3CCCCC3)ccc2o1 ?
cardiac RTF act: 1; Rtt109 HAT inh: 0; LANA DNA inh: -3.0; Keap1 Nrf2 FP: -3; PfHsp90 yeast 2: 19; SUMO Mot1 rescue: -11; NSD2 inh: 1; PvdQ inh: -7; RTF Ca sens inh: -4; CDK5 p35 inh: 0.4; dFosB activator: -2

Results for COC(=O)[C@@H]1C[C@@]2(O)[C@@H](O)[C@@H](O)[C@@H](O)C[C@H]2N1CC1CCCCC1 ?
cardiac RTF act: 5; Rtt109 HAT inh: -2; LANA DNA inh: -1.8; Keap1 Nrf2 FP: 1; PfHsp90 yeast 2: -7; SUMO Mot1 rescue: 14; PvdQ inh: 8; RTF Ca sens inh: 7; CDK5 p35 inh: 0.9; dFosB activator: 15

How did CCN1CCN(c2cc(C)c3cc(NC(=O)CCC(=O)Nc4ccc(OC)c(OC)c4)ccc3n2)CC1 do in these assays?
cardiac RTF act: -4; Rtt109 HAT inh: -1; LANA DNA inh: -4.7; Keap1 Nrf2 FP: -4; PfHsp90 yeast 2: 12; SUMO Mot1 rescue: 24; NSD2 inh: 23; PvdQ inh: 8; RTF Ca sens inh: 0; CDK5 p35 inh: 3.1; dFosB activator: -4

Results for Cc1ccc(OCC(=O)NC(=S)Nc2cccc(NC(=O)c3ccccc3Cl)c2)cc1 ?
cardiac RTF act: 5; Rtt109 HAT inh: 5; LANA DNA inh: -0.5; Keap1 Nrf2 FP: -3; PfHsp90 yeast 2: 24; SUMO Mot1 rescue: 7; NSD2 inh: -6; PvdQ inh: -10; RTF Ca sens inh: 9; CDK5 p35 inh: 0.4; dFosB activator: 5

Hits appear at their usual frequency; any-hit rate near 3.2%.
